Assay outcomes (PubChem)
PGK inhibitor = T. brucei PGK inhibition | Potency, µM (doses to about 57.5 µM), for the others: top-dose activity change, negative = inhibition, usual class: inhibitors | 0.043% of 380,000 active | PGK/GAPDH coupled, Kinase-Glo luminescence, 60 min | AID 602233 | P07378; further: potency means the concentration at half of the fitted maximal effect; on the % scale 0 is the no-effect control and ±100 the full control effect; nearly all actives have a fitted effect of over 60% in size
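Recombinant glycosomal PGK reaction used 1,3-bisphosphoglycerate generated in-well by GAPDH (100nM final) in 100mM TEA pH 7.6, 5mM MgCl2, 0.01% Tween-20. After 60 minutes at room temperature, ATP was read by Kinase-Glo Plus luminescence end-point.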
Pin1 inh = blocks the human prolyl isomerase Pin1 | Q13526 | Pin1 FP peptide displacement, HiFluor488, 10 min | Potency, µM (titrated, usually from 115 µM), without a hit: top-dose activity, negative = inhibition, hits mostly inhibitors | 0.009% of 390,000 active | AID 504891; active means well fitted inhibition curve with a large enough effect in the polarisation, with a control signal flat, not every such curve was filed as active; inconclusive means small, poorly fitted or top-dose-only effect, or effect the other way, or a change in a side signal; inactive means no such curve, though single readings can be large or run the other way; the % refers to the polarisation; further: potency means the concentration at half of the fitted maximal effect; on the % scale 0 is the no-effect control and ±100 the full control effect
BAZ2B block = inhibitors of human BAZ2B bromodomain | Q9UIF8 | AlphaScreen BAZ2B-H3K14Ac peptide displacement | Potency, µM (doses to about 114 µM), for inactives: at the highest dose activity change, negative = inhibition, usual class: inhibitors | 4.4% of 360,000 active | AID 504333; further: potency means the concentration at half of the fitted maximal effect; on the % scale 0 is the no-effect control and ±100 the full control effect; nearly all actives have a fitted effect of over 60% in size
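Protein-peptide AlphaScreen: BAZ2B 50 nM, b-H3K14Ac 50 nM, 1x PBS pH 7.4 + 0.01% Tween-20. Preincubation 30 min RT; cpd 30 min RT (top 110 uM); beads 20 min RT, light-protected.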
HP1b chromo inh = inhibitors of HP1-beta chromodomain binding to methylated histone tails; 0.56% of 390,000 active; AlphaScreen HP1-beta / biotin-H3K9me3 peptide binding; P83916; Potency, µM (highest dose often 114 µM), inactives show at the highest dose activity change, negative = inhibition, hits mostly inhibitors; AID 540317; further: potency means the concentration at half of the fitted maximal effect; nearly all actives have a fitted effect of over 70% in size; inactives centre near 23
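AlphaScreen: HP1-beta (50 nM) preformed 30 min with biotin-H3(1-18)K9me3 peptide (50 nM) in PBS pH 7.4, 0.01% Tween-20. Compound added for 30 min at RT, then streptavidin donor/nickel chelate acceptor beads (10 ug/mL) for 30 min.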
GLS inhibitor = glutaminase GLS (human) inhibition. O94925. GLS enzymatic activity, qHTS titration. Potency, µM (highest dose often 45.5 µM), for the others: at the top dose activity change, negative = inhibition, hits mostly inhibitors. 0.21% of 410,000 active. AID 624170; further: potency means the concentration at half of the fitted maximal effect; on the % scale 0 is the no-effect control and ±100 the full control effect
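Coupled fluorescence readout: glutamate oxidase/HRP/Amplex Red detect glutamate formed by hKGA from L-glutamine (1 mM solution added). Buffer 45 mM KH2PO4 pH 8.2, 0.02% Tween-20; reads at t0 and 30 min RT.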
PI4K2A inh = blocks human PI4K2A kinase activity. purified PI4K2A, ADP-Glo luminescence, 1 h; hits give low values. 0.13% of 420,000 active. Q9BTU6. activity change, negative = inhibition, % at 76.9 µM; in the data active means activity change below about -50%; inconclusive means mostly about -30% to -49%;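 further: -100% = wells without enzyme as full effect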
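PI4K2A activity was measured by ADP-Glo luminescence: enzyme (4 ug/mL stock) and phosphatidylinositol (1.2 mM stock) in Tris pH 7.5/MgCl2/EGTA/Triton X-100 buffer were reacted with ATP (300 microM stock) for one hour at ambient temperature.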
G9a block = G9a (human) methyltransferase inhibition | Q96KQ7 | 8.8% of 350,000 active | G9a H3K9 monomethylation, AlphaScreen, 2 h | Potency, µM (highest dose often 102 µM), inactives show at the top dose activity, negative = inhibition, most hits filed as inhibitors | AID 504332; further: potency means the concentration at half of the fitted maximal effect; on the % scale 0 is the no-effect control and ±100 the full control effect; nearly all actives have a fitted effect of over 75% in size
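Enzyme 20 nM + cpd, 15 min RT; add b-H3K9 pep 500 nM / SAM 20 uM; 2 h RT; anti-H3K9me1 Ab 0.5 ug/mL + SA donor / anti-rabbit acceptor beads 20 ug/mL each, 10 min; AlphaScreen read.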
JMJD2A Tudor inh = inhibitors of human JMJD2A Tudor domain; Potency, µM (top dose mostly 114 µM), inactives show at the highest dose activity change, negative = inhibition, usual class: inhibitors; AlphaScreen JMJD2A-Tudor / H3K4me3 peptide binding; O75164; 4.4% of 390,000 active; further: potency means the concentration at half of the fitted maximal effect; on the % scale 0 is the no-effect control and ±100 the full control effect; nearly all actives have a fitted effect of over 50% in size
POLH inh = blocks human DNA polymerase eta activity. recombinant Pol eta, fluorescent DNA replication assay. Q9Y253. 1.2% of 390,000 active. Potency, µM (titrated, usually from 114 µM), without a hit: at the top dose activity change, negative = inhibition, most hits filed as inhibitors; further: potency means the concentration at half of the fitted maximal effect; on the % scale 0 is the no-effect control and ±100 the full control effect
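Fluorescent replication assay: 50 nM final substrate added after a 15 min room-temperature compound preincubation with 10 nM enzyme. Signal taken at 0 min and again at 10 min.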
* hit, by the source's call; ? = inconclusive; / = not tested or not shown; [ ] = remark or other dose. Unless noted, the call rests on the fitted dose curve; in most records, active means well fitted curve in the direction sought with a large enough effect; inconclusive means small, poorly fitted or top-dose-only effect, or another doubt; inactive means no such curve, though single readings can be large; an effect the other way counts as inactive or inconclusive. The list is partial; rates above refer to the full screens.

Short keys – A = PGK inhibitor; B = Pin1 inh; C = BAZ2B block; D = HP1b chromo inh; E = GLS inhibitor; F = PI4K2A inh; G = G9a block; H = JMJD2A Tudor inh; I = POLH inh
COCCn1c(=N)c(S(=O)(=O)c2ccc(F)cc2)cc2c(=O)n3ccccc3nc21
  A: -7% | B: 0% | C: -7% | D: 60%[activator] | E: -3% | F: -3 | G: 23% | H: -22% | I: -16%
CCOC(=O)c1cc2c(=O)n3cccc(C)c3nc2n(CC(C)C)c1=NC(=O)c1ccco1
  A: -7% | B: -6% | C: 2% | D: 45%[activator] | E: -15% | F: 2 | G: / | H: -5% | I: -13%
O=C1C2C(c3ccccc3)C=CC(c3ccccc3)C2C(=O)N1c1cccnc1 (centres undefined)
  A: -3% | B: -2% | C: -11% | D: 24% | E: 5% | F: -5 | G: 14%[59 µM] | H: -5% | I: -22%
COc1ccc(OC)c(C2SCCN2S(C)(=O)=O)c1 (centres undefined)
  A: -2% | B: -3% | C: 5% | D: 10% | E: 4% | F: 5 | G: 5%[59 µM] | H: 0% | I: 9%
C=CCn1c(CNS(=O)(=O)c2ccc(Br)cc2)nnc1SC
  A: -1% | B: -2% | C: -13% | D: 37% | E: -7% | F: -6 | G: 38% | H: -6% | I: -6%
Cc1noc(C)c1CN(C(=S)NC(C)C)c1ccccc1
  A: -2% | B: -4% | C: 1% | D: 12% | E: 2% | F: -4 | G: 34%[59 µM] | H: -11% | I: -6%
CSc1cccc(-n2nnc(-c3nsc(NC(=O)c4cccs4)n3)c2C)c1
  A: -7% | B: 6% | C: -4% | D: -1% | E: 0% | F: -1 | G: -1%[59 µM] | H: -18% | I: -10%
CCC(=NCCc1ccccc1)C1=C(O)CCC1=O
  A: -7% | B: -10% | C: 10% | D: 20% | E: -1% | F: 10 | G: 16%[59 µM] | H: -1% | I: -4%
CCOCC(=O)Nc1c(C(=O)Nc2ccccc2OC)oc2ccccc12
  A: 0% | B: -4% | C: 14% | D: 31% | E: 1% | F: 4 | G: -35% | H: -1% | I: -2%
CC(=O)Nc1cccc(-c2nc(-c3ccccc3)no2)c1
  A: -9% | B: 24% | C: -2% | D: 37% | E: 2% | F: -2 | G: 0%[59 µM] | H: -4% | I: -14%
O=C(Cc1ccc(Cl)cc1)NCc1ccccc1Cl
  A: -1% | B: 4% | C: 14% | D: 25% | E: 2% | F: 4 | G: -2% | H: -8% | I: -16%
CC(=O)N1CCc2cc(CNS(=O)(=O)c3cccs3)ccc21
  A: -9% | B: -5% | C: -1% | D: 25%[57 µM] | E: 1% | F: -5 | G: -1%[59 µM] | H: -18% | I: -1%
COc1cc2c(cc1OC)C(c1ccccc1)N(C(=O)C(C)(C)C)CC2 (centres undefined)
  A: 3% | B: 7% | C: 3% | D: 31% | E: 0% | F: 3 | G: 58%[activator] | H: -15% | I: 2%
CCN(CCCNC(=O)CCCn1c(=O)[nH]c2ccccc2c1=O)c1cccc(C)c1
  A: 7% | B: 1% | C: ? | D: -12% | E: 41%[activator] | F: 4 | G: 13µM* | H: -28%[57.1 µM] | I: 5%
COc1ccc2nc(SCc3ccccc3C)nc(C)c2c1
  A: -13% | B: 23% | C: 22% | D: 186%[activator] | E: 9% | F: -7 | G: 175%[activator] | H: 104%[activator] | I: -18%
Cc1cc(N2C(=O)C(O)=C(C(=O)c3ccco3)C2c2cccc(Cl)c2)no1 (centres undefined)
  A: 5% | B: 2% | C: ? | D: -1%[57 µM] | E: 17% | F: 1 | G: -11%[0.0925 µM] | H: -24% | I: 2%
N#Cc1nc(Cc2cccc3ccccc23)oc1NCCCN1CCOCC1
  A: / | B: ? | C: ? | D: -10% | E: 13% | F: 2 | G: 50µM* | H: -33% | I: -6%
CN(C)S(=O)(=O)c1ccc(NC(=O)N2CCOCC2)cc1
  A: -9% | B: 7% | C: -9% | D: 46%[activator] | E: -6% | F: -3 | G: -1% | H: -10% | I: -15%
CC1(C)CC(=O)C=C(Nc2ccc(Br)cn2)C1
  A: / | B: 2% | C: 3% | D: 36% | E: 5% | F: -2 | G: 11%[59 µM] | H: -4% | I: -10%
COc1ccc(CCNC(=O)CCS(=O)(=O)c2ccc3c(c2)CCN3C(C)=O)cc1OC
  A: -2% | B: 5% | C: 1% | D: 33% | E: 4% | F: 2 | G: 37%[0.501 µM] | H: -16% | I: -7%

Looked up one by one from the entries so far, six records:
Short keys – A = PGK inhibitor; B = Pin1 inh; C = BAZ2B block; D = HP1b chromo inh; E = GLS inhibitor; F = PI4K2A inh; G = G9a block; H = JMJD2A Tudor inh; I = POLH inh
Cc1cc(N2C(=O)C(O)=C(C(=O)c3ccco3)C2c2cccc(Cl)c2)no1 (centres undefined)
  A: 5% | B: 2% | C: ? | D: -1%[57 µM] | E: 17% | F: 1 | G: -11%[0.0925 µM] | H: -24% | I: 2%
CN(C)S(=O)(=O)c1ccc(NC(=O)N2CCOCC2)cc1
  A: -9% | B: 7% | C: -9% | D: 46%[activator] | E: -6% | F: -3 | G: -1% | H: -10% | I: -15%
COc1ccc2nc(SCc3ccccc3C)nc(C)c2c1
  A: -13% | B: 23% | C: 22% | D: 186%[activator] | E: 9% | F: -7 | G: 175%[activator] | H: 104%[activator] | I: -18%
COc1ccc(OC)c(C2SCCN2S(C)(=O)=O)c1 (centres undefined)
  A: -2% | B: -3% | C: 5% | D: 10% | E: 4% | F: 5 | G: 5%[59 µM] | H: 0% | I: 9%
CCOC(=O)c1cc2c(=O)n3cccc(C)c3nc2n(CC(C)C)c1=NC(=O)c1ccco1
  A: -7% | B: -6% | C: 2% | D: 45%[activator] | E: -15% | F: 2 | G: / | H: -5% | I: -13%
COc1cc2c(cc1OC)C(c1ccccc1)N(C(=O)C(C)(C)C)CC2 (centres undefined)
  A: 3% | B: 7% | C: 3% | D: 31% | E: 0% | F: 3 | G: 58%[activator] | H: -15% | I: 2%
